Source: PubChem
DDE Tn7 FP inh – inhibitors of Tn7 peptide binding to fibrin DD(E), primary screen, biochemical, fluorescence polarization, human fibrin, Tn7 probe | FP displacement of FITC-Tn7 peptide from fibrin DD(E); 0% = median of compound wells per plate | Fibrinogen beta chain (Homo sapiens), P02675 | 370,000 compounds, 0.13% hits | inhibition, % at 8.3 µM;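 active means inhibition above the mean of compounds falling within the control limits plus 3 SD of them, cut at about 14% in these data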;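 further: 0% = plate median of compound wells and 100% = 10 µM Aha-Tn7 peptide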
Target sequence (P02675 whole entry, looked up): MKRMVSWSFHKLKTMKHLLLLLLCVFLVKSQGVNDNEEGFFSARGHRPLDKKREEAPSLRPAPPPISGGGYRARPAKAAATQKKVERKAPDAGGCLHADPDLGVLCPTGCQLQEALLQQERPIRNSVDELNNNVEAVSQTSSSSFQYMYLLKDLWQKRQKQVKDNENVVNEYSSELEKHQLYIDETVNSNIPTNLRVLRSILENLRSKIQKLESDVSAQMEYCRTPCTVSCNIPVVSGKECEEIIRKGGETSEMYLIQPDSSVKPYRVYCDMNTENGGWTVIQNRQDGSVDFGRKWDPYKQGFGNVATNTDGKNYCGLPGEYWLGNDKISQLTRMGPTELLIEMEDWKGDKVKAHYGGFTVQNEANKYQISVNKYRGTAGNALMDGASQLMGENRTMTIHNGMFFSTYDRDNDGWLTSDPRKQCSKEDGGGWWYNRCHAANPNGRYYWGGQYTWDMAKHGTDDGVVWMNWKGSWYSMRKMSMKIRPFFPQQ
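Measure: % inhibition scaled between sample-field median and high-control FP; Test system: human fibrin DD(E); Quantity: 2 µM final DD(E) protein; Doses: one dose, 8.3 µM nominal; Schedule: compound with protein 10 min, then 3 h after probe, room temperature; Detection: fluorescence polarization; Medium: Tris buffer with calcium and detergent, pH 7.8.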
KLK7 zymogen act – proKLK7 zymogen activators, primary screen, biochemical, fluorescence intensity; Kallikrein-7 (Homo sapiens), P49862; purified proKLK7, EDANS-DABCYL substrate fluorescence; 100% is mature enzyme control, 0% vehicle; activation, % at 7 µM; 370,000 compounds, 0.9% hits;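 active means activation above the mean of all tested compounds plus 3 SD, computed per campaign excluding outliers beyond control limits, cut at about 13% in these data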
PLC-gamma1 inh – PLC-gamma1 enzyme inhibitors, primary screen, biochemical, fluorescence, purified enzyme; inhibition, % at 12.2 µM; 1-phosphatidylinositol 4,5-bisphosphate phosphodiesterase gamma-1 (Homo sapiens), P19174; 370,000 compounds, 0.84% hits; AID 720700, 2013; fluorogenic substrate; in the data active means inhibition above about 9.5%
ASAP1 GAP inh – inhibitors of human ASAP1 ArfGAP activity, primary screen, biochemical, fluorescence polarization; Arf-GAP with SH3 domain, ANK repeat and PH domain-containing protein 1 (Homo sapiens), …; ASAP1-stimulated ARF1 GTP hydrolysis, GDP FP detection; inhibition, % at 16.5 µM; 360,000 compounds, 0.19% hits; AID 624377, 2012; in the data active means inhibition above about 25%;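 further: 0% = vehicle with enzyme and substrate and 100% = no enzyme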
Target sequence (Q9ULH1 325-724 limits assumed): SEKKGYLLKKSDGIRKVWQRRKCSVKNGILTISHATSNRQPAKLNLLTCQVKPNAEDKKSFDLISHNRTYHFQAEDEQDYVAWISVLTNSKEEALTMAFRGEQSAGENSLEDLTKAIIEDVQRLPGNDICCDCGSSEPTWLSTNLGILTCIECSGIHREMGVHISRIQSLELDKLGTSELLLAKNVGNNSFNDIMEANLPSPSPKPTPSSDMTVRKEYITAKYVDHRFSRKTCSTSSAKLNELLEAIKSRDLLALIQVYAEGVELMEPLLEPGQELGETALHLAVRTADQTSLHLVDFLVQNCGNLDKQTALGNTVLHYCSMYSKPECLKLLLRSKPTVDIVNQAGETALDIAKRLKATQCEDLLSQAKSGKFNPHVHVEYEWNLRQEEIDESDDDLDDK
ARFGAP1 inhibitor – inhibitors of rat ARFGAP1 GAP activity, primary screen, biochemical, fluorescence polarization, GDP tracer. Arfgap1-stimulated ARF1 GTP hydrolysis, GDP FP detection. inhibition, % at 16.5 µM. 360,000 compounds, 0.26% hits. ADP-ribosylation factor GTPase-activating protein 1 (Rattus norvegicus), Q62848. AID 651572, 2012;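 active means inhibition above a per-plate limit, mean inhibition of low control wells plus 3 SD, cut at about 25% in these data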;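 further: 0% = DMSO wells with enzyme and 100% = wells lacking Arfgap1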
Target sequence (Q62848 1-136 limits assumed): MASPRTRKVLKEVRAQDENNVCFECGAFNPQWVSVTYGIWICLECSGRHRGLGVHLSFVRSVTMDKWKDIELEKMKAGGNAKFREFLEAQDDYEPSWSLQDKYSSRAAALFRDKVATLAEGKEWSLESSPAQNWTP
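Material – truncated rat Arfgap1 GAP domain · Buffer or medium – HEPES-based buffer, pH 7.5 · Reagent – human ARF1(Δ1-17)-GTP substrate · Dosing – 16.5 µM single point, 1.26% DMSO · Schedule – GTP hydrolysis reaction 2 h at 25 °C · Technique – GDP detection by fluorescence polarization · Benchmarks – No-Arfgap1 wells (100%) versus DMSO full-reaction wells (0%) · Repeats – single replicate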
ADAM10 inh – human ADAM10 inhibitors, primary screen, biochemical, QFRET, HTS; recombinant ADAM10, EDANS/DABCYL FRET peptide cleavage, 3 h; inhibition, % at 7 µM; 370,000 compounds, 0.62% hits; AID 720582, 2013;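 active means inhibition above a per-campaign cutoff equal to the mean of compounds falling between control-based bounds plus 3 SD, cut at about 20% in these data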;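 further: 0% = DMSO wells while the 100% control is not disclosed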
ADAM17 inh – ADAM17 inhibitors, primary screen, biochemical, QFRET; inhibition, % at 6.95 µM; 370,000 compounds, 0.83% hits; Disintegrin and metalloproteinase domain-containing protein 17 (Homo sapiens), P78536; recombinant ADAM17, EDANS/DABCYL FRET peptide cleavage;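 active means inhibition above the mean of compounds lying between control limits plus 3 SD, set per campaign, cut at about 8.5% in these data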;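 further: 0% = DMSO-only wells as the low control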
TDP2 inh – human TDP2 enzyme inhibitors, primary screen, biochemical, epi absorbance, recombinant enzyme | Tyrosyl-DNA phosphodiesterase 2 (Homo sapiens), O95551 | T5PNP hydrolysis, p-nitrophenol absorbance 415 nm | inhibition, % at 12.8 µM | 370,000 compounds, 0.34% hits;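 active means inhibition above the mean of all tested compounds plus 3 SD, set per campaign, cut at about 25% in these data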;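 further: 0% = DMSO with enzyme and 100% = buffer with substrate but no TDP2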
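Test system: human TDP2 enzyme; Input: 120 nM TDP2 per well; Buffer or medium: Mg2+-containing Tris-HCl buffer, pH 7.5; Reagent: 5 mM T5PNP; Dosing: 12.8 µM single point, 1% DMSO; Incubation: reaction 2 h, 37 °C; Detection: p-Nitrophenol epi absorbance; Read-out: % inhibition relative to enzyme-containing and enzyme-free wells; Replicates: single well per compound.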
LEDGF integ inh – blockers of LEDGF/p75-dependent integrase strand transfer – biochemical, TR-FRET, high throughput, primary screen; HIV-1 integrase (with human LEDGF/p75); TR-FRET IN-LEDGF/p75 DNA integration, Eu/Cy5; inhibition, % at 3.7 µM; 370,000 compounds, 0.64% hits;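 active means inhibition above the screen-wide mean plus 3 SD, cut at about 13% in these data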;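 further: signal is the Cy5 over europium emission ratio at 671 and 618 nm; 0% = plate median of compound wells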
DDE Tn6 FP inh – inhibitors of Tn6 peptide binding to fibrin DD(E), primary screen, biochemical, fluorescence polarization, human fibrin, Tn6 probe; Fibrin DD(E) TRITC-Tn6 fluorescence polarization displacement; AID 720509, 2013; inhibition, % at 8.3 µM; Fibrinogen beta chain (Homo sapiens), P02675; 370,000 compounds, 0.21% hits;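 active means inhibition above a per-campaign cutoff: mean of compounds within control limits plus 3 SD, cut at about 15% in these data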;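 further: 0% = median of all compound wells on the plate and 100% = blocking peptide control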
Starred values were filed as active, the others as inactive; i = inactive; / = no result given.

SMILES	DDE Tn7 FP inh	KLK7 zymogen act	PLC-gamma1 inh	ASAP1 GAP inh	ARFGAP1 inhibitor	ADAM10 inh	ADAM17 inh	TDP2 inh	LEDGF integ inh	DDE Tn6 FP inh
C[C@@H]1CCCCCCCCC(=O)OCCN(C(=O)OC(C)(C)C)[C@H](C)CCCCCCCCC(=O)OCCN(C(=O)OC(C)(C)C)[C@H](C)CCCCCCCCC(=O)OCCN(C(=O)OC(C)(C)C)[C@H](C)CCCCCCCCC(=O)OCCN1C(=O)OC(C)(C)C	-9	0.1	2	3	-1	-2	-3	-3	1	-3
CC(C)(C)n1nnnc1C(c1ccc(Cl)cc1)N(Cc1cccnc1)Cc1ccco1 (configuration not stated)	6	-0.4	-4	14	7	16	-2	1	2	-2
CCc1nnc(NS(=O)(=O)c2ccc(NC(=O)Nc3ccc(OC)cc3)cc2)s1	-2	0.0	-1	12	-2	2	-2	-3	-1	-9
COC(=O)[C@@]12CCCCN1[C@H](c1ccc(-c3cc(C(C)=O)cs3)cc1)[C@H]1C(=O)N(C)C(=O)[C@H]12	3	0.4	2	0	0	-2	1	9	1	1
CCCC(=O)N1CCCC1(C)C(=O)Nc1ccc(-n2cccc2)cc1 (configuration not stated)	-7	0.3	0	-3	25*	-6	-4	4	-1	7
CCOC(=O)c1ccc2c(c1)n(CC)c(/C=C/N(C)c1ccccc1)[n+]2CC	3	-0.1	0	-6	3	4	1	-6	1	-6
O=C(Nc1ccccc1)Nc1ccc(Cl)nc1Cl	5	-0.2	3	9	-6	1	-1	3	-1	3
COc1cc(/C=C/C(=O)OCC(=O)NC(=O)NC(C)(C)C)cc(OC)c1OC	2	1.0	-47	-1	2	-75	-24	-8	-3	1
Cc1cc(C(=O)OCC(=O)NC(C)(C)C)c2ccccc2n1	5	-1.7	-2	3	-4	-27	-6	0	1	0
CCN1C(=O)S/C(=C/c2ccc(Oc3ccc([N+](=O)[O-])cn3)c(OC)c2)C1=O	-5	0.1	5	-3	8	6	-1	2	6	0
NC(=O)c1cc2c(s1)-c1cc(Cl)ccc1SC2	-2	1.4	-224	14	-4	-79	-40	-33	1	-5
O=C1NCCCC1(c1ccccc1)c1ccccc1	-4	0.2	1	-1	-8	0	-1	11	1	-1
O=C(CN1C(=O)NC2(CCCCC2)C1=O)N1CCN(C(=O)c2cccs2)CC1	-1	0.2	4	-2	4	1	-8	1	0	0
O=C(NCc1ccccn1)C1CCN(S(=O)(=O)N2CCC3(CC2)OCCO3)CC1	3	0.3	2	5	-5	-5	-7	4	0	7
Cc1c(Cl)cccc1Nc1nc(N)nc(CN2CCCCCC2)n1	-15	0.1	0	-9	-4	0	1	3	5	6
O=C(NCC1CCCO1)C(=O)NCC1CCCN1S(=O)(=O)c1ccccc1 (configuration not stated)	-1	-0.1	5	0	-5	-11	-3	8	-3	-12
Cc1ccc(C)c(NC2=NC3(CCCCC3)N=C(N)N2)c1	1	0.7	3	3	-2	-2	-1	11	-2	1
CCOc1cccc(OCCCNCCCOC)c1	-2	-0.3	3	2	-17	3	0	0	2	8
Cc1cc(N2C(=O)C3C4c5ccccc5C(c5ccccc54)C3C2=O)no1 (configuration not stated)	11	-0.1	-1	10	4	3	-3	0	-1	2
COc1ccc(NC(=O)CNS(=O)(=O)c2cccs2)cc1	5	0.2	-1	3	8	1	0	-5	0	0
O=C(c1ccc(Cl)nc1)N1CCc2ccccc2C1	1	-0.4	4	-12	-10	-3	-3	3	2	-3
COc1ccc(CCNC(=O)c2cc(C3CC3)nc3c2cnn3C(C)C)cc1	3	0.5	-7	3	-4	-17	-1	-1	3	-1
O=C(COC(=O)c1cc(S(=O)(=O)N2CCCCC2)ccc1Cl)NC1CCCCC1	5	0.8	2	-10	-12	-6	-3	10	1	7
COc1ccc(-c2nc3n(c2C)CCC3)cc1	-8	0.4	1	6	3	2	-3	-8	0	-4
Cc1c(S(=O)(=O)NCCc2ccccc2)c(=O)n(C)c(=O)n1C	-8	0.8	3	2	7	2	-5	7	-2	-10

Arranged by SMILES length (smallest number first): part of the list above
SMILES	DDE Tn7 FP inh	KLK7 zymogen act	PLC-gamma1 inh	ASAP1 GAP inh	ARFGAP1 inhibitor	ADAM10 inh	ADAM17 inh	TDP2 inh	LEDGF integ inh	DDE Tn6 FP inh
CCOc1cccc(OCCCNCCCOC)c1	-2	-0.3	3	2	-17	3	0	0	2	8
O=C(Nc1ccccc1)Nc1ccc(Cl)nc1Cl	5	-0.2	3	9	-6	1	-1	3	-1	3
COc1ccc(NC(=O)CNS(=O)(=O)c2cccs2)cc1	5	0.2	-1	3	8	1	0	-5	0	0
Cc1cc(C(=O)OCC(=O)NC(C)(C)C)c2ccccc2n1	5	-1.7	-2	3	-4	-27	-6	0	1	0
COc1ccc(CCNC(=O)c2cc(C3CC3)nc3c2cnn3C(C)C)cc1	3	0.5	-7	3	-4	-17	-1	-1	3	-1
O=C(COC(=O)c1cc(S(=O)(=O)N2CCCCC2)ccc1Cl)NC1CCCCC1	5	0.8	2	-10	-12	-6	-3	10	1	7
C[C@@H]1CCCCCCCCC(=O)OCCN(C(=O)OC(C)(C)C)[C@H](C)CCCCCCCCC(=O)OCCN(C(=O)OC(C)(C)C)[C@H](C)CCCCCCCCC(=O)OCCN(C(=O)OC(C)(C)C)[C@H](C)CCCCCCCCC(=O)OCCN1C(=O)OC(C)(C)C	-9	0.1	2	3	-1	-2	-3	-3	1	-3

(next part)
SMILES	DDE Tn7 FP inh	KLK7 zymogen act	PLC-gamma1 inh	ASAP1 GAP inh	ARFGAP1 inhibitor	ADAM10 inh	ADAM17 inh	TDP2 inh	LEDGF integ inh	DDE Tn6 FP inh
CCC(C)NCCCCOc1ccc(Cl)cc1C (configuration not stated)	-7	-0.6	12*	6	-16	-2	3	-8	0	-2
COc1ccc(N2CCN(C(=O)c3ccc(NS(=O)(=O)c4cccs4)cc3)CC2)cc1	-17	0.3	-1	5	19	-3	-1	2	2	10
Cc1cccc(OCC(=O)NCCCNC(=O)c2ccncc2)c1	-2	0.1	4	9	0	1	1	6	2	-7
Cc1[nH]n(-c2ccccc2)c(=S)c1C=Nc1cccc([N+](=O)[O-])c1	1	0.2	-12	-4	-7	1	-6	8	-4	-1
COC(=O)[C@]12C[C@H](CC(=O)NCc3cccc4ccccc34)C(=O)N(Cc3ccc(Cl)cc3Cl)C1=C[C@H](C1CCCC1)O[C@@H]2C	0	0.7	-1	/	/	-2	-8	-11	1	5
O=C(NCCCN1CCOCC1)c1cc2ccccc2oc1=O	-3	-1.8	-7	-10	15	-76	-17	-5	-1	4
CCN(CCO)CC1CCCC2CCCCC21 (configuration not stated)	-5	-0.4	2	-11	4	3	-2	2	5	4
Cc1ccc(C)n1-c1ccc(-c2ccn[nH]2)cc1	0	0.2	-6	8	-6	-13	-2	12	2	-1
O=C(CN1C(=O)NC2(CCCCCC2)C1=O)Nc1ccc2c(c1)CCC2	-1	0.7	2	4	-6	-2	0	1	-1	-1
Cc1ccc(-c2cc(C(=O)NN=Cc3cccc4ccccc34)[nH]n2)cc1C	-5	-11	8	/	/	7	2	-6	4	7
O=C1c2ccccc2C(c2nnnn2-c2ccc3c(c2)OCCO3)N1CCOc1ccccc1 (configuration not stated)	2	0.2	-2	-15	-7	-3	-1	-4	-3	5
COc1ccc(-n2nc(C(N)=O)nc2-c2ccccc2)cc1	1	0.1	1	2	3	11	0	2	0	1
C[C@@H]1ON(C)[C@H]2C[C@H]3c4[nH]c5cccc(-c6ccccc6F)c5c4CCN3C(=O)[C@@H]12	3	-37	-287	-5	6	i	-153	5	-1	3
Cc1cc(C)c(NS(=O)(=O)c2c(C)noc2C)c(C)c1	3	0.4	0	4	8	-7	0	18	-2	-3
CC(NC(=O)CN1C(=O)NC2(CCCC2)C1=O)c1ccc2ccccc2c1 (configuration not stated)	5	0.4	-1	-1	4	-6	-3	9	0	-2
CCn1cc(C(=O)N2CCc3ccccc32)c(=O)c2cc(S(=O)(=O)N(C)C3CCCCC3)ccc21	-4	0.5	10*	-15	2	12	7	-6	2	6
COC(=O)C1=C(C)NC(C)=C(C(=O)OC)C1C(=O)OCC(=O)Nc1ccc(C(C)=O)cc1	9	0.5	-13	7	-2	-17	-12	6	-1	4
FC(F)(F)c1nc(-c2ccncc2)ncc1-c1nnnn1-c1ccccc1	-3	0.1	2	8	-18	-3	-1	-5	0	0
Cc1ccccc1CN(c1ccc(C(=O)N2CCc3ccccc3C2)cc1)S(C)(=O)=O	11	0.3	0	4	-1	11	1	2	-1	1
COCCCNC(=O)c1ccc2c(=O)n(Cc3ccc(Cl)cc3)c(=S)[nH]c2c1	5	-0.4	-3	7	12	1	-4	-8	-5	0
COc1cccc(-c2nc(-c3ccccc3)c(-c3ccccc3)[nH]2)c1OCC(=O)O	2	0.1	-1	-16	-9	-18	-9	7	1	-4
CN(C)S(=O)(=O)CC12CCC(CC1=O)C2(C)C (configuration not stated)	-4	-0.1	0	-5	0	-3	-6	-6	6	1
